Assay outcomes (PubChem)
JMJD2A Tudor inh: JMJD2A Tudor domain (human) inhibition. AlphaScreen JMJD2A-Tudor / H3K4me3 peptide binding. Potency, µM (titrated, usually from 114 µM), for inactives: at the top dose activity change, negative = inhibition, actives largely listed as inhibitors. 390,000 compounds, 4.4% hits. O75164; further: potency means the concentration at half of the fitted maximal effect; on the % scale 0 is the no-effect control and ±100 the full control effect; nearly all actives have a fitted effect of over 50% in size
PGK inhibitor: blocks T. brucei phosphoglycerate kinase; P07378; Potency, µM (highest dose often 57.5 µM), without a hit: at the highest dose activity change, negative = inhibition, usual class: inhibitors; 380,000 compounds, 0.043% hits; AID 602233; PGK/GAPDH coupled, Kinase-Glo luminescence, 60 min; further: potency means the concentration at half of the fitted maximal effect; on the % scale 0 is the no-effect control and ±100 the full control effect; nearly all actives have a fitted effect of over 60% in size
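Recombinant glycosomal PGK reaction used 1,3-bisphosphoglycerate generated in-well by GAPDH (100nM final) in 100mM TEA pH 7.6, 5mM MgCl2, 0.01% Tween-20. After 60 minutes at room temperature, ATP was read by Kinase-Glo Plus luminescence end-point.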
HP1b chromo inh: blocks HP1-beta chromodomain binding to methylated histone tails. Potency, µM (doses to about 114 µM), without a hit: at the highest dose activity change, negative = inhibition, usual class: inhibitors. 390,000 compounds, 0.56% hits. AID 540317. AlphaScreen HP1-beta / biotin-H3K9me3 peptide binding. P83916; further: potency means the concentration at half of the fitted maximal effect; nearly all actives have a fitted effect of over 70% in size; inactives centre near 23
Target sequence (P83916 whole entry, looked up): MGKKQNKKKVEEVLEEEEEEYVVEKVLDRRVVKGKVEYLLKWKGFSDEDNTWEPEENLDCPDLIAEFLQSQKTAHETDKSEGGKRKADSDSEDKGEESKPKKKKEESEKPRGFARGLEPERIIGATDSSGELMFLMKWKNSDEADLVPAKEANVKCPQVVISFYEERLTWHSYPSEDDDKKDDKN
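HP1-beta protein (50 nM final) preincubated 30 min at room temperature with biotinylated H3(1-18)K9me3 peptide (50 nM) in PBS pH 7.4, 0.01% Tween-20, then compound added for 30 min. AlphaScreen streptavidin donor/nickel chelate acceptor beads (10 ug/mL final), 30 min dark, luminescence read.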
PI4K2A block: PI4K2A (human) kinase inhibition | Q9BTU6 | purified PI4K2A, ADP-Glo luminescence, 1 h; hits give low values | activity change, negative = inhibition, % at 76.9 µM | 420,000 compounds, 0.13% hits; in the data active means activity change below about -50%; inconclusive means mostly about -30% to -49%;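 further: -100% = wells without enzyme as full effect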
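In this quantitative HTS, ADP production by PI4K2A was quantified luminescently after 1 h at ambient temperature; 100 microM adenosine served as plate-quality control.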
BAZ2B inh: blocks human BAZ2B; Q9UIF8; AlphaScreen BAZ2B-H3K14Ac peptide displacement; Potency, µM (top dose mostly 114 µM), without a hit: top-dose activity change, negative = inhibition, most hits filed as inhibitors; 360,000 compounds, 4.4% hits; AID 504333; further: potency means the concentration at half of the fitted maximal effect; on the % scale 0 is the no-effect control and ±100 the full control effect; nearly all actives have a fitted effect of over 60% in size
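AlphaScreen displacement of biotin-H3(5-23)K14Ac peptide (50 nM final) from BAZ2B (50 nM final) in PBS pH 7.4, 0.01% Tween-20; complex preformed 30 min RT, then compounds (top 110 uM) 30 min RT, beads 20 min dark.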
GLS inh: inhibitors of human glutaminase (GLS) | GLS enzymatic activity, qHTS titration | Potency, µM (doses to about 45.5 µM), for the others: at the top dose activity change, negative = inhibition, actives largely listed as inhibitors | 410,000 compounds, 0.21% hits | AID 624170; further: potency means the concentration at half of the fitted maximal effect; on the % scale 0 is the no-effect control and ±100 the full control effect
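Assay buffer: 45 mM KH2PO4 pH 8.2, 0.02% Tween-20. hKGA acts on L-glutamine (1 mM solution added); product glutamate is reported by an oxidase/peroxidase Amplex Red coupling, with fluorescence taken at baseline and 30 min.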
G9a inh: inhibitors of human histone lysine methyltransferase G9a | Potency, µM (top dose mostly 102 µM), inactives show top-dose activity, negative = inhibition, actives largely listed as inhibitors | G9a H3K9 monomethylation, AlphaScreen, 2 h | 350,000 compounds, 8.8% hits | AID 504332; further: potency means the concentration at half of the fitted maximal effect; on the % scale 0 is the no-effect control and ±100 the full control effect; nearly all actives have a fitted effect of over 75% in size
Target sequence (Q96KQ7 913-1193 limits assumed): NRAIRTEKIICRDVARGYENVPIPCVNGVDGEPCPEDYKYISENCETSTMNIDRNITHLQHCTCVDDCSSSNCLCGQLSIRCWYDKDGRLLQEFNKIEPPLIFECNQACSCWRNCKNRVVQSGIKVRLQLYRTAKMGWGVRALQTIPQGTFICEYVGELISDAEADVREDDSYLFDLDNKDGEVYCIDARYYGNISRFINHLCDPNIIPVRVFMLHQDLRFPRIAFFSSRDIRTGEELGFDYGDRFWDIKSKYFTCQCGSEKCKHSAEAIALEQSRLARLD
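Quantitative HTS format: methyltransferase activity on a biotin-tagged H3K9 peptide is measured by AlphaScreen, using a rabbit anti-monomethyl-H3K9 antibody with streptavidin donor and anti-IgG acceptor beads. Final levels are 20 nM enzyme, 500 nM peptide, 20 uM SAM; 2 h RT.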
Pin1 inh: inhibitors of human Pin1. 390,000 compounds, 0.009% hits. Q13526. Pin1 FP peptide displacement, HiFluor488, 10 min. AID 504891. Potency, µM (doses to about 115 µM), inactives show at the highest dose activity, negative = inhibition, most hits filed as inhibitors; active means well fitted inhibition curve with a large enough effect in the polarisation, with a control signal flat, not every such curve was filed as active; inconclusive means small, poorly fitted or top-dose-only effect, or effect the other way, or a change in a side signal; inactive means no such curve, though single readings can be large or run the other way; the % refers to the polarisation; further: potency means the concentration at half of the fitted maximal effect; on the % scale 0 is the no-effect control and ±100 the full control effect
ERG Ets-DNA blk: ERG Ets/DNA interaction inhibition. P11308. fluorescence polarization, His-ERG Ets domain / labelled DNA. Potency, µM (titrated, usually from 76.9 µM), inactives show at the top dose FP activity, negative = inhibition, usual class: inhibitors. 370,000 compounds, 0.028% hits; active means well fitted inhibition curve with a large enough effect in the polarisation, with a control signal flat; inconclusive means small, poorly fitted or top-dose-only effect, or effect the other way, or a change in a side signal; inactive means no such curve, though single readings can be large or run the other way; the % refers to the polarisation;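 further: polarization taken with two DNA probes labelled with fluorescein and Texas red; potency means the concentration at half of the fitted maximal effect; % of control where 0% means no effect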
Target sequence (P11308 whole entry, looked up, the tested form may be a part): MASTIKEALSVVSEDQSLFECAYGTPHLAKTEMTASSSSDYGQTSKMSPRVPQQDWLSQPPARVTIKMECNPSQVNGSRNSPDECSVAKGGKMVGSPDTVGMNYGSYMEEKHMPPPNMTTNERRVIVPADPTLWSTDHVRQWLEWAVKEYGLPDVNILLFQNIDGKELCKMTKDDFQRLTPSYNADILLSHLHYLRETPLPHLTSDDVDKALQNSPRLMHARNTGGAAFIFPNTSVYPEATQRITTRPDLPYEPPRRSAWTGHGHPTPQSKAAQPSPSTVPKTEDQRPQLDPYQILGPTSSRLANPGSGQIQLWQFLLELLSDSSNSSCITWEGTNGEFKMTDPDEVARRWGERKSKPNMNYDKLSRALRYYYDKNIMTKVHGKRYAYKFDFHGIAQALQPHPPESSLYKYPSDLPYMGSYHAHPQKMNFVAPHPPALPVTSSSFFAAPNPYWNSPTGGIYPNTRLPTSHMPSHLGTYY
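His-tagged ERG Ets domain (1 uM in the protein solution; 300mM KCl, 50mM Tris-HCl, 1mM EDTA, 1mM DTT, pH 7.5) received compound, then a probe mix of 5 nM fluorescein-DNA and 100nM Texas-615-DNA. Fluorescence polarization was read for both dyes.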
Numbers without * were called inactive; i = inactive; ? = inconclusive; / = no result given; [ ] = another dose, or the depositor's remark. Unless noted, the call rests on the fitted dose curve; in most records, active means well fitted curve in the direction sought with a large enough effect; inconclusive means small, poorly fitted or top-dose-only effect, or another doubt; inactive means no such curve, though single readings can be large; an effect the other way counts as inactive or inconclusive.

SMILES	JMJD2A Tudor inh	PGK inhibitor	HP1b chromo inh	PI4K2A block	BAZ2B inh	GLS inh	G9a inh	Pin1 inh	ERG Ets-DNA blk
CCOc1ccc(/C(O)=C2/C(=O)C(=O)N(CCN(CC)CC)C2c2cccs2)cc1 (stereo unspecified)	-33%	-3%	17%	5	-21%	-1%	?	10%	0%
CC12c3ccccc3C(c3ccccc31)C1C(=O)N(c3ccncc3)C(=O)C12 (stereo unspecified)	-11%	-1%	36%	11	-31%	2%	18%	0%	3%
Cc1ccsc1C(=O)OCC(=O)N(Cc1ccccc1)C(C)C	-1%	-6%	-3%	5	/	5%	/	-5%	-2%
COCCCNC(CC(=O)Nc1ccc(OC)cc1OC)C(=O)O (stereo unspecified)	10µM*	-5%	-19%	5	-8%	8%	?	-2%	0%
O=c1nc(N/N=C/c2ccccn2)cn[nH]1	18µM*	-11%	59%[activator]	-14	2.5µM*	-1%	3%	3%	2%
Clc1cccc(-c2ccc3ncnc(NCc4cccs4)c3c2)c1	-11%	i	34%	-2	2%	1%	0%[12.7 µM]	6%	/
COCCN(C(=O)COC(=O)/C=C/c1cccc(OC)c1)c1c(N)n(CC(C)C)c(=O)[nH]c1=O	-12%	i	3%	-4	-6%	5%	-4%	-3%	4%
COc1ccccc1NC(=O)CN1C(=O)COc2ccc(C)cc21	-13%	-3%	17%	-3	-24%	6%	72%[activator]	-6%	-8%
O=[N+]([O-])c1ccc(CCNc2cccc3ccccc23)c([N+](=O)[O-])c1	-20%	i	-1%	13	-8%	3%	?	3%	1%
CNC(=O)COC(=O)CCC(=O)c1ccc(Cl)cc1	-6%	i	25%	3	0%	3%	11%	-8%	3%
CC(C)(C)NS(=O)(=O)c1ccc(/C=C/C(=O)O)cc1	2%	-18%	38%	1	-3%	-1%	7%	6%	3%
OCCNc1ncnc2c1cnn2Cc1ccccc1	-6%	1%	28%	2	-3%	0%	5%	-1%	10%
CCc1cnc2c(c1SCC(=O)c1ccccc1)c(=O)n(C)c(=O)n2C	-8%	-3%	23%	-5	-11%	1%	-1%[59 µM]	?	7%
CCOc1ccc(Nc2ncnc3c2cnn3Cc2ccccc2)cc1	-17%	/	9%	7	?	-3%	-38%[59 µM]	3%	-1%
O=C(O)c1cc2cc(Cl)ccc2[nH]1	-25%	i	30%	-2	/	2%	/	?	-15%
COC(C[C@H]1O[C@H]1C(=O)COCc1ccccc1)OC	0%	9%	45%[activator]	0	4%	3%	-3%[59 µM]	3%	-4%
COc1ccccc1NC(=S)N1CCOCC1	-1%	-3%	25%	5	2%	-1%	1%[59 µM]	-4%	-2%
CCSc1nnc(SCC(=O)Nc2cc(C)on2)s1	-18%	-10%	18%	-3	/	1%	/	?	2%
COc1cc(CNCCCO)ccc1OCC(=O)NC(C)(C)C	-1%	14%	76%[activator]	9	-13%	0%	-27%	1%	6%
O=C(CCC(=O)OCC(=O)c1ccccc1)Nc1cccc(Cl)c1	-21%	-6%	18%	-3	7%	6%	10%[59 µM]	-2%	-6%
O=C(NCCc1nc2ccccc2n1Cc1ccc(Cl)cc1)c1ccccc1	-10%	i	23%	-1	-14%	3%	-33%[59 µM]	?	2%
O=C(CCS(=O)(=O)c1ccccc1)Nc1cccc2c1C(=O)NC2=O	-1%	-8%	49%[activator]	-1	-3%	-3%	6%	-3%	-18%
COc1ccc(NS(=O)(=O)c2cc(NC(=O)c3ccncc3)ccc2N2CCOCC2)cc1	-5%	-2%	5%	-5	-38%	16%	16%[59 µM]	3%	-1%
CCO[C@@H]1OC(C(N)=O)=C[C@H](C2CC2)[C@H]1CCCO	-4%	-5%	36%	-3	/	0%	/	-3%	-6%
CCC(NC(=O)Nc1ccc(O)cc1)(C(F)(F)F)C(F)(F)F	-18%	-9%	10%	-52*	1%	10%	?	-2%	1%

A stretch from the list above, as a working copy:
SMILES	JMJD2A Tudor inh	PGK inhibitor	HP1b chromo inh	PI4K2A block	BAZ2B inh	GLS inh	G9a inh	Pin1 inh	ERG Ets-DNA blk
CCOc1ccc(Nc2ncnc3c2cnn3Cc2ccccc2)cc1	-17%	/	9%	7	?	-3%	-38%[59 µM]	3%	-1%
O=C(O)c1cc2cc(Cl)ccc2[nH]1	-25%	i	30%	-2	/	2%	/	?	-15%
COC(C[C@H]1O[C@H]1C(=O)COCc1ccccc1)OC	0%	9%	45%[activator]	0	4%	3%	-3%[59 µM]	3%	-4%
COc1ccccc1NC(=S)N1CCOCC1	-1%	-3%	25%	5	2%	-1%	1%[59 µM]	-4%	-2%

Other results follow:
SMILES	JMJD2A Tudor inh	PGK inhibitor	HP1b chromo inh	PI4K2A block	BAZ2B inh	GLS inh	G9a inh	Pin1 inh	ERG Ets-DNA blk
CC[C@@H]1C/C=C\Cc2ccccc2[C@@H](C(=O)C[C@H](O)CC(C)=O)OC1=O	-9%	10%	45%[activator]	-1	/	0%	/	3%	-3%
O=S(=O)(Nc1ccccc1)c1ccc(Oc2ncc(C(F)(F)F)cc2Cl)cc1	-8%	-6%	40%	10	-6%	-12%	35%[activator][59 µM]	8%	-8%
CCCOC(=O)C1=C(C)NC2=C(C(=O)CCC2)C1c1cccs1 (stereo unspecified)	-14%	i	15%	3	6%	-8%	38%	1%	9%
O=C(NCCC(=O)N1CCCCCCC1)c1ccc(Br)cc1	-3%	-10%	44%[activator]	-2	-5%	-1%	6%[12.7 µM]	-4%	-7%
O=C(CCn1c(=S)oc2ccccc21)NC1CCCCCC1	-2%	i	62%[activator]	-2	4%	1%	10%	7%	9%
C=CCNC(=S)NCCCCC1NC(=S)N(CC=C)C1=O (stereo unspecified)	-19%	-6%	9%	-2	9%	-13%	-3%[59 µM]	1%	4%
COc1cccc(NC(=O)NCCCCc2ccccc2)c1	1%	i	85%[activator]	-8	16%	0%	18%	2%	-2%
COc1nc2ccccc2nc1CCC(=O)O	?	-6%	5%	-1	4%	13%	39%	-5%	1%
N#CNc1nc(O)cc(=O)[nH]1	-28%	28µM*	32%[activator]	-6	-10%	-34%	50µM*	3%	-12%
O=C(NC12CC3CC(CC(C3)C1)C2)c1ccco1	-17%	i	12%	1	6%	2%	2%	-23%	-3%
COc1ccc(NC(=O)C2CC(=O)N(C)C(=Nc3ccc4c(c3)OCO4)S2)cc1 (stereo unspecified)	-20%	1%	4%	1	9%	11%	-16%	0%	/
COc1ccc(NC(=S)N2CCN(S(=O)(=O)c3ccc(F)cc3)CC2)cc1	-26%	i	45%[activator]	-1	-13%	2%	/	-8%	9%
Cc1ccc(N(CC(=O)Nc2ccccc2-c2ccccc2)S(=O)(=O)c2ccccc2)cc1	-10%	1%	44%[activator]	0	-4%[57.1 µM]	-12%	21%[59 µM]	-2%	-15%
Fc1ccccc1CNC(=S)NC1CCCCC1	-10%	i	38%	0	-17%	4%	3%	0%	1%
O=C(Nc1cnn(Cc2ccc(F)cc2)c1)c1cc2nc(-c3ccco3)cc(C(F)(F)F)n2n1	-13%	-10%	16%	-8	7%	-5%	9%	0%	-1%
COc1ccc(N2CC(C(=O)Nc3cc(C)ccn3)CC2=O)cc1 (stereo unspecified)	-1%[11.4 µM]	-10%	18%	0	-34%	2%	-22%	0%	10%
O=c1c2ccccc2nnn1Cc1cccc2ccccc12	48%[activator]	6%	106%[activator]	1	21%	0%	133%[activator]	9%	-4%
CCn1c(=O)c2cc(C(=O)NCCc3ccc(OC)c(OC)c3)sc2c2ccccc21	-17%	-10%	11%	-3	-3%	-10%	-10%[59 µM]	2%	15%
CCSc1nnc(NC(=O)[C@@H](NC(=O)c2cccc(C)c2)C(C)C)s1	-14%	i	34%[activator]	-7	-21%	9%	14%[59 µM]	5%	17%
O=C(CSc1nc2[nH]ncc2c(=O)n1-c1ccccc1Br)NCc1ccco1	-31%	3%	24%	2	-36%	-5%	?	-3%	5%

By substructure, the entries above containing fluorine
SMILES	JMJD2A Tudor inh	PGK inhibitor	HP1b chromo inh	PI4K2A block	BAZ2B inh	GLS inh	G9a inh	Pin1 inh	ERG Ets-DNA blk
CCC(NC(=O)Nc1ccc(O)cc1)(C(F)(F)F)C(F)(F)F	-18%	-9%	10%	-52*	1%	10%	?	-2%	1%
O=S(=O)(Nc1ccccc1)c1ccc(Oc2ncc(C(F)(F)F)cc2Cl)cc1	-8%	-6%	40%	10	-6%	-12%	35%[activator][59 µM]	8%	-8%
COc1ccc(NC(=S)N2CCN(S(=O)(=O)c3ccc(F)cc3)CC2)cc1	-26%	i	45%[activator]	-1	-13%	2%	/	-8%	9%
Fc1ccccc1CNC(=S)NC1CCCCC1	-10%	i	38%	0	-17%	4%	3%	0%	1%
O=C(Nc1cnn(Cc2ccc(F)cc2)c1)c1cc2nc(-c3ccco3)cc(C(F)(F)F)n2n1	-13%	-10%	16%	-8	7%	-5%	9%	0%	-1%
